# Source: PubChem BioAssay
# CIT2 TOR yeast – modulators of TOR pathway CIT2-GFP in S. cerevisiae; S. cerevisiae CIT2-GFP strain, flow cytometry, 3 h; 100 means same as DMSO wells; GFP response vs DMSO, % at 10 µM; actives 0.065% (n = 320,000);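 active = GFP response relative to DMSO above a set limit, near the screen mean plus 3 SD, cut at about 150% in these data; inconclusive = Fewer than 70 cells measured for a yeast strain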;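 note: ratio of well median GFP fluorescence to mean of DMSO wells on the plate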
# MEP2 TOR yeast – alters MEP2-GFP fluorescence in TOR pathway yeast screen. S. cerevisiae MEP2-GFP strain, flow cytometry GFP, 3 h; 100% = DMSO control level. GFP response vs DMSO, % at 10 µM. actives 0.51% (n = 330,000). AID 2016;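 active = GFP response versus DMSO above a set limit, roughly screen mean plus 3 SD, cut at about 180% in these data; inconclusive = fewer than 70 cells counted for a yeast strain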;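 note: median GFP fluorescence of the barcode-gated MEP2-GFP cells per well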
# LAP4 TOR yeast – modulators of TOR pathway LAP4-GFP in S. cerevisiae; S. cerevisiae LAP4-GFP multiplex, flow cytometry GFP, 3 h; median GFP as percent of DMSO wells; GFP response vs DMSO, % at 10 µM; actives 0.34% (n = 320,000); AID 2023;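 active = GFP response vs DMSO above a set limit, about the screen mean plus 3 SD, cut at about 150% in these data; inconclusive = under 70 cell events counted for the yeast strain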
# Yeast superoxide – lowers age-related superoxide in aged yeast cells | S. cerevisiae aged cells, superoxide DHE fluorescence; active compounds read low | superoxide response (% of plate mean), % at 10 µM | actives 0.18% (n = 330,000);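 active = superoxide response under a set limit, about three screen SD below normal, cut at about 65% in these data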;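 note: yeast aged for seven days with compound at 30 °C before DHE staining; 100% = average MFI of all compound-treated wells on the plate with controls excluded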
# RPL19A-GFP yeast – yeast TOR pathway RPL19A-GFP modulation | S. cerevisiae RPL19A-GFP strain, flow cytometry, 3 h; active compounds read low | percent response vs DMSO, % at 10 µM | actives 0.3% (n = 330,000) | AID 2025;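 active = percent response vs DMSO below 50%; inconclusive = fewer than 70 events counted for the yeast strain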;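 note: median channel GFP fluorescence of the barcoded RPL19A-GFP strain; ratio of sample median GFP to plate DMSO average so 100% = DMSO; lower means less RPL19A-GFP as with rapamycin TOR inhibition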
# GRK2 aptamer HTS – inhibitors of human GRK2 displacing RNA aptamer; P25098; inhibition of aptamer binding, % at 10 µM; AID 488847; actives 0.59% (n = 330,000); bead flow cytometry, FAM-aptamer displacement from GRK2;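 active = inhibition of aptamer binding above 40%, roughly 3 SD of noise, on plates passing a quality check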;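 note: median bead fluorescence of bound FAM aptamer so fluorescent compounds give negative values; no value below 0 was filed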
# Target sequence (P25098 whole entry, looked up): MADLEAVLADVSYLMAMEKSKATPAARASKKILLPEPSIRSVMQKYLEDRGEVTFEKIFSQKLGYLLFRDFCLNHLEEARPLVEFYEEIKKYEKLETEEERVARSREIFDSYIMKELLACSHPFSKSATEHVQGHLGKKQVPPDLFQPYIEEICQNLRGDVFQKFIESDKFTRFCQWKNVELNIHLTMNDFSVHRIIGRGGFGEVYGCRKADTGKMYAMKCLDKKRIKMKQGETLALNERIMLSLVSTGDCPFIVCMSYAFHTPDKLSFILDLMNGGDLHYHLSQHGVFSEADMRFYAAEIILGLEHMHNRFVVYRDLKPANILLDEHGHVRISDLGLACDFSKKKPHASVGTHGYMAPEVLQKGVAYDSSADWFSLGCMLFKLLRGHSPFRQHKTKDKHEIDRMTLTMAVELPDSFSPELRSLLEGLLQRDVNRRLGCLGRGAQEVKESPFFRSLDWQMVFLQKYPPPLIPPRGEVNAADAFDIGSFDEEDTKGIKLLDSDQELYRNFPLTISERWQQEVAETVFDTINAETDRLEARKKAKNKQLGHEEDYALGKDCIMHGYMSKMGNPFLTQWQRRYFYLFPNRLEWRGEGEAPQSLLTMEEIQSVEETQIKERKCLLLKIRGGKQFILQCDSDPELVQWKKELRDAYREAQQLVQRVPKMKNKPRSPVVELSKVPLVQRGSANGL
# VLA-4 inh – inhibition in a human VLA-4 binding assay; P13612; VLA-4 expressing cells, ligand binding flow cytometry; inhibition, % (about 7 µM as worked out from the volumes in the protocol); actives 0.2% (n = 330,000); AID 2557; in the data active = inhibition above about 50%
# AGP1-GFP MLPCN – yeast TOR pathway AGP1-GFP modulation; actives 0.02% (n = 320,000); AID 2066; GFP response vs DMSO, % at 10 µM; S. cerevisiae AGP1-GFP multiplex flow cytometry, 3 h; GFP as percent of DMSO wells;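 active = GFP response relative to DMSO above a set limit, near screen average plus 3 SD, cut at about 150% in these data; inconclusive = fewer than 70 cells counted for the yeast strain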;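 note: median GFP channel fluorescence of the gated AGP1 strain per well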
# * hit, by the source's call; ? = inconclusive; . = no result given; [ ] = remark or other dose. Rows are unselected (roughly 1.7% active in at least one column).
mol	CIT2 TOR yeast	MEP2 TOR yeast	LAP4 TOR yeast	Yeast superoxide	RPL19A-GFP yeast	GRK2 aptamer HTS	VLA-4 inh	AGP1-GFP MLPCN
O=C(CSc1cn(CCNC(=O)c2cccs2)c2ccccc12)NC1CCCC1	89	89	102	103	94	0	18	84
Cc1nn(Cc2noc(C(=O)NCCc3ccccn3)n2)c(C)c1Br	110	106	100	98	108	0	-7	110
Cn1nnnc1SCc1ccc(F)cc1	103	101	105	116	98	0	16	103
CC(C)[C@@H](N)C(=O)N/N=C/c1ccc2nccnc2c1	99	103	106	93	99	1	3	105
CC(C)NC(=O)N(C)C[C@H]1Oc2ccc(NC(=O)NC3CCCCC3)cc2C(=O)N([C@H](C)CO)C[C@@H]1C	86	95	88	119	97	4	-8	89
CCOC(=O)C(CC)n1cnc2c(cnn2-c2ccc(Cl)cc2)c1=O (stereo not drawn)	99	102	102	97	100	0	2	90
Cc1ccccc1N=C1SC(CC(=O)Nc2ccc3ccccc3c2)C(=O)N1Cc1ccccn1 (stereo not drawn)	94	105	98	112	102	2	-1	100
O=C(NCC1CCCO1)C(c1cccs1)N(Cc1ccccc1Cl)C(=O)c1ccc(-c2ccccc2)[nH]1 (stereo not drawn)	98	102	92	113	100	0	6	96
CCOC(=O)CSc1cc(C)c(C#N)c2nc3ccccc3n12	?	104[may fluoresce violet]	121[may fluoresce violet]	105	101[may fluoresce violet]	2	-28	23[may fluoresce violet]
CN(C)C(=O)CCC(=O)N1CCCC(C(=O)c2ccc(C(F)(F)F)cc2)C1 (stereo not drawn)	99	105	92	93	99	0	10	96
CCCCC1=CC2=C(c3ccco3)C(=O)C(C)(OC(=O)c3ccc(OC)cc3)C(=O)C2=CN1Cc1ccc2c(c1)OCO2 (stereo not drawn)	108	94	112	105	111	0	-14	98
CC/C=C(/NC(C)=O)c1ccccc1	103	102	103	110	101	3	-4	100
CC(C)(C)NC(=S)Nc1ccc(Br)cc1	106	106	104	80	100	0	-12	114
CCOC(=O)c1c(O)c(Cl)c(C)[nH]c1=O	.	101	94	101	99	0	2	106
O=C(CNC(=O)C1COc2ccccc2O1)N/N=C/c1cc(Br)c(O)c(Br)c1 (stereo not drawn)	91	97	99	99	90	5	-6	92
CC(=O)Nc1ccc(S(=O)(=O)NCCS(=O)(=O)N2CCN(c3ccccc3)CC2)cc1	106	97	94	83	99	0	7	98
Cc1ccc(NC(=S)Nc2ccc(F)cc2)c(C)c1	101	103	99	92	108	0	-7	106
Cc1cc(C)cc(N(C(=O)c2csnn2)C(C(=O)NC2CCCCC2)c2ccncc2)c1 (stereo not drawn)	100	95	92	94	92	4	-3	94
COc1ccc(OCC(=O)NCCc2ccc(S(N)(=O)=O)cc2)cc1	100	104	94	93	98	0	11	98
CN(c1ccccc1)S(=O)(=O)c1cccc(NC(=O)COC(=O)C2CCCCC2)c1	92	97	98	101	94	0	-2	93
CCN1CCc2nc(NC(=O)Cc3ccc4c(c3)OCCO4)sc2C1	98	108	102	94	101	0	10	104
CCOc1ccc2nc(SCC(=O)c3ccc(C)s3)sc2c1	86	90	.	107	91	0	0	89
Cc1cccc(C)c1NC(=O)Cn1nnc(-c2ccc(N3CCOCC3)cc2)n1	105	108	108	91	100	1	-4	107
COCCCn1c(C2CCCCC2)nc2oc3cc(OC)ccc3c(=O)c2c1=O	85	101	114	95	96	0	16	101
Cc1ccc(SCc2c(C#N)c3ccccc3n2C)cc1	102	100	120	93	104	0	-9	100
CCCC(c1nnnn1C(C)(C)C)N1CCN(C(=O)c2ccco2)CC1 (stereo not drawn)	98	113	108	106	95	6	-4	111
Cn1ccnc1C1CCCCN1C(=O)c1cc(COc2ccc(F)cc2Cl)on1 (stereo not drawn)	104	102	100	102	96	4	11	108
CCN(CC)C(=O)c1ccc(CS(=O)(=O)c2ccc(Br)cc2)cc1	107	107	85	100	103	1	1	98
O=C1CCCC(O)=C1N=Nc1cccc(C(=O)O)c1	86	98	100	117	98	83*	2	96
O=C1c2ccccc2S(=O)(=O)N1CCS(=O)(=O)c1ccc(F)cc1	116	109	117	102	100	2	6	114

# New compounds follow.
mol	CIT2 TOR yeast	MEP2 TOR yeast	LAP4 TOR yeast	Yeast superoxide	RPL19A-GFP yeast	GRK2 aptamer HTS	VLA-4 inh	AGP1-GFP MLPCN
COc1cccc(NC(=O)CN(C)CC(=O)c2c(N)n(Cc3ccccc3)c(=O)n(C)c2=O)c1	107	119	112	107	96	2	10	102
Cc1ccccc1OCC(=O)O/N=C(\N)Cc1ccc(Cl)cc1	121	112	131	89	96	0	-9	72
COc1ccc(N2CCN(C(=O)CN(c3ccccc3)S(=O)(=O)c3ccc(OC)cc3)CC2)cc1	100	99	105	103	99	2	-3	102
C/C(=N\Nc1nc(-c2ccccn2)nc2ccccc12)c1ccc(F)cc1	94	89	89	121	96	1	20	101
COC(CN(C)C(=O)c1cn(C)c2ccc(S(=O)(=O)N(C)C3CCCCC3)cc2c1=O)OC	102	107	95	88	98	1	13	97
CC(C)CCNC(=O)C(Cc1ccccc1)NS(=O)(=O)c1ccc2c(c1)c(=O)n(C)c(=O)n2C (stereo not drawn)	98	102	102	94	103	1	12	104
CC(=O)N1CCN(C(=O)c2ccc(S(=O)(=O)Nc3cccc(C(F)(F)F)c3)cc2)CC1	98	97	103	99	97	2	4	109
CS(=O)(=O)CCC(C(=O)Nc1ccc2c(c1)OCO2)N1Cc2ccccc2C1=O (stereo not drawn)	113	105	103	114	108	3	14	113
CC(C)CCN(C(=O)c1ccccn1)c1c(N)n(Cc2ccccc2)c(=O)[nH]c1=O	110	107	101	81	102	1	-4	105
CSc1ccccc1C(=O)N1CCC(n2nccc2NC(=O)C(C)(C)C)CC1	93	107	71	88	109	3	7	94
CC(C)CNC(=O)c1ccccc1NC(=O)c1ccc(CSc2ccccc2)cc1	98	99	89	97	98	0	34	91
NNC(=O)C1c2ccccc2Oc2ccccc21	90	102	96	106	101	0	4	93
CCOc1ccc(OCCn2nnc3ccccc3c2=O)cc1	95	107	111	96	110	0	-13	108
COc1ccc(N(C)C(=O)c2cn(CC(C)C)c(=O)c3cc(OC)c(OC)cc23)cc1	95	99	105	90	98	21	10	103
Clc1ccc(-c2nnc(COc3ncnc4ccccc34)o2)cc1	98	107	109	103	99	0	-6	106
Cc1ccccc1OCc1nc2ccccc2c(=O)n1/N=C/c1cn[nH]c1-c1ccccc1	103	110	104	115	103	3	-4	101
O=C(Nc1cccc(-c2nc3ncccc3o2)c1)c1sc2cc(Cl)ccc2c1Cl	.	109	101	100	107	75*	3	105
N#CC1=C(SCc2ccc(C#N)cc2)N=C(N)C(c2nc(-c3ccccc3)cs2)C12CCCCC2 (stereo not drawn)	91	97	96	107	95	4	-9	96
COCC(=O)OCC(=O)Nc1ccc(Cl)cc1[N+](=O)[O-]	98	100	105	137	98	0	9	99
O=C(NCCOc1ccccc1)C1CCC(=O)N(CCCN2CCCC2=O)C1 (stereo not drawn)	87	92	83	96	102	0	4	91
CNC(=S)NNC(=O)c1sccc1OCc1ccc(C)cc1	91	97	91	103	97	8	13	95
O=C1CNC(=S)N1CCc1ccccc1Cl	98	99	117	101	97	1	-12	108
CC(C)C(=O)NNC(=O)C1CC1(c1ccccc1)c1ccccc1 (stereo not drawn)	101	104	93	88	103	0	0	97
N#CCCN1CCCN(CCC#N)CCN(CCC#N)CCCN(CCC#N)CC1	90	101	94	98	99	0	8	91
Cc1ccc(S(=O)(=O)N2CC(C(=O)O)=CC[C@H]2c2ccc(Cl)cc2)cc1	89	89	159*	101	97	0	-7	83
O=C(Oc1ccc(N(Cc2cccs2)C2=NS(=O)(=O)c3ccccc32)cc1)c1ccc(Cl)cc1	89	94	94	99	98	2	-15	101
C=CCON/C(CCC)=C1\C(=O)CC(C)(C)CC1=NC	98	112	107	95	103	1	-15	105
Cc1cccc(S(=O)(=O)NCCC(=O)OC(C)C(=O)NC(=O)NC2CCCCC2)c1 (stereo not drawn)	99	103	98	111	99	0	7	101
COc1cccc(C(=O)Nc2ccc(C(=O)NCC(C)C)cc2)c1	107	107	89	78	103	0	-2	96
COc1cccc(NC(=O)COC(=O)c2ccccc2SCC(=O)N2CCCC2)c1	94	105	101	85	97	0	-1	101

# (more compounds)
mol	CIT2 TOR yeast	MEP2 TOR yeast	LAP4 TOR yeast	Yeast superoxide	RPL19A-GFP yeast	GRK2 aptamer HTS	VLA-4 inh	AGP1-GFP MLPCN
CC(C(=O)Nc1nnc(C2CC2)s1)N1C(=O)C2CC=CCC2C1=O (stereo not drawn)	91	91	97	111	91	0	4	91
NC(=O)c1nnn(-c2ccccc2)c1N	100	100	97	95	98	3	7	103
O=C(Nc1nc2ccc([N+](=O)[O-])cc2s1)c1ccc(S(=O)(=O)N2CCCc3ccccc32)cc1	102	101	102	91	99	1	6	103
Cc1ccc(CNC(=O)CS(=O)(=O)CC(=O)O)cc1	101	99	93	90	95	2	0	88
COc1ccc([C@@H]2C[C@@H](c3ccccc3)Oc3c(C)ccc(C(C)C)c32)cc1	98	103	121	108	117	1	28	104
CCn1ncc([N+](=O)[O-])c1C(=O)Nc1c(C)nn(Cc2ccc(F)cc2)c1C	91	93	107	97	97	3	30	96
COc1cc2c(cc1OC)CN(C(=O)c1ccc(S(=O)(=O)N3CCCCCC3)cc1)CC2	92	103	107	94	103	2	7	97
COC(=O)c1cccc(NC(=O)CSc2nnc(COc3ccc(C#N)cc3)n2-c2ccccc2)c1	106	103	113	115	103	0	4	102
COc1ccc(C(=O)NC(=S)NNC(=O)c2c(-c3ccccc3)noc2C)cc1	105	113	102	107	106	0	12	112
O=C1C=C(Nc2ccccc2O)c2ccccc2C1=O	95	107	104	124	97	0	-197	103
O=C(OCC(=O)N1CCCC1)c1cncc(Br)c1	92	103	93	92	93	0	15	89
Cc1oc(-c2cccc(F)c2)nc1CN1CCCCC1CCn1cccn1 (stereo not drawn)	104	113	102	104	103	0	1	102
C=CCNc1nc(-c2ccc([N+](=O)[O-])cc2)cs1	95	97	83	101	103	0	16	88
COc1ccc(CCN(Cc2ccccn2)C(=S)Nc2ccccc2C)cc1OC	99	103	111	106	98	0	3	107
O=C(COC(=O)c1cccc(O)c1)Nc1ccc(OC(F)F)cc1	92	95	94	101	92	6	6	94
O=c1[nH]c(=O)c2nnc(N/N=C/c3ccccc3F)nc2[nH]1	97	102	106	113	100	0	0	106
Cc1cccc(NC(=S)NCCN2CCOCC2)c1C	96	97	81	105	101	0	7	94
Cc1cccc(OCc2nc(-c3ccccn3)n[nH]2)c1	85	95	100	92	100	0	17	94
O=C(Cc1ccccc1)N1CCN(c2ccc([N+](=O)[O-])cc2)CC1	90	103	93	94	104	2	8	93
CCCCOC(=O)Nc1nnc(CCc2ccccc2)s1	101	105	104	107	100	0	28	106
CCOC(=O)c1cnc(-n2nc(C)cc2C)nc1Nc1ccc(N(C)C)cc1	93	99	110	90	96	1	-5	88
CCOC(=O)C(C)Sc1nc2c(c(=O)[nH]c(=O)n2C)n1CCc1ccccc1 (stereo not drawn)	105	99	96	99	95	0	-9	96
